Screening results (PubChem BioAssay)
TDP43 rescue – rescues yeast growth from TDP-43 toxicity | 1.8% of 410,000 active | TDP-43 expressing yeast growth rescue, BacTiter-Glo, 24 h | Potency, µM (series often up to 46.1 µM), for inactives: top-dose growth rescue (activation), actives largely listed as activators; also: % of control where 0% means no effect; nearly all actives have a fitted effect of over 50% in size
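Luminescence from BacTiter-Glo reports growth of TDP-43-expressing yeast after 24 hr at 30 deg C with compound. Cells were raffinose-pregrown to mid-log, then seeded in galactose medium at OD600=0.02.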
FUS suppressor – suppressors of FUS proteinopathy in yeast; S. cerevisiae FUS-expressing, growth rescue, OD600, 24 h; Potency, µM (doses to about 76.6 µM), inactives show at the highest dose growth rescue (activation), most hits filed as activators; 0.24% of 390,000 active;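 also: plate controls were DMSO vehicle for no effect and reference control for full effect; nearly all actives have a fitted effect of over 55% in size; some results filed as inactive show a strong effect at the top dose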
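Toxicity suppression screen in FUS-yeast. Cells induced with 2% galactose, starting OD 0.005, treated 24hr at 30C with compounds at multiple final concentrations; growth by OD600.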
PTHR1 ag – activates the human parathyroid hormone receptor PTHR1 | Q03431 | HEK293 GP2 PTHR1 cells, GloSensor cAMP luminescence, 1 h | Potency, µM (series often up to 115 µM), without a hit: top-dose activation, most hits filed as activators | 0.075% of 410,000 active | AID 743266; also: nearly all actives have a fitted effect of over 55% in size; some results filed as inactive show a strong effect at the top dose; inactives centre near -15; many of its hits are not listed in these tables
Target sequence (Q03431 whole entry, looked up): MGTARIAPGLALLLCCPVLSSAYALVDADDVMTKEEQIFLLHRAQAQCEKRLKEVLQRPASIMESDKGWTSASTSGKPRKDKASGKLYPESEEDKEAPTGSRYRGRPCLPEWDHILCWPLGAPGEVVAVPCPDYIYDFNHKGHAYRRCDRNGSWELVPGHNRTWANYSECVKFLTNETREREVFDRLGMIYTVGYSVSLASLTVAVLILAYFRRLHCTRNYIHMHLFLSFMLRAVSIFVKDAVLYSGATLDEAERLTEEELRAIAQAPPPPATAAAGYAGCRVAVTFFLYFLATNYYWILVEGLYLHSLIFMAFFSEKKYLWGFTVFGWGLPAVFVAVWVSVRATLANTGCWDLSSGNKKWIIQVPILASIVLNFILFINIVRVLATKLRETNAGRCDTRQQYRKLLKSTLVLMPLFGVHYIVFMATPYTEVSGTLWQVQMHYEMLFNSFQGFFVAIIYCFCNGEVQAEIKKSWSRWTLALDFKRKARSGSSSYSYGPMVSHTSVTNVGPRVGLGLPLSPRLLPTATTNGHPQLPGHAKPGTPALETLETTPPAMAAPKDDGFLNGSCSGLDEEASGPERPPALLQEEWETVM
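HEK-293-derived GP2 cells expressing PTHR1 and a GloSensor cAMP reporter, 3,000/well, plated overnight, given luciferin plus IBMX (each 0.5 mM as added) for 1 h at 37 °C, then compound for 1 h at 37 °C. Luminescence was read after 15 min at room temperature.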
Starred values were filed as active, the others as inactive; i = inactive; ? = inconclusive; [ ] = another dose, or the depositor's remark. Calls follow the shape of the dose curve; as a rule, active = well fitted curve in the direction sought with a large enough effect; inconclusive = small, poorly fitted or top-dose-only effect, or another doubt; inactive = no such curve, though single readings can be large; an effect the other way counts as inactive or inconclusive. Potency is read from the fitted curve at half-maximal effect.

Each structure is followed by: TDP43 rescue	FUS suppressor	PTHR1 ag
COc1ccc2nc(SCC(=O)c3c(C)[nH]c4ccccc34)nc(C)c2c1
    10%	12%	i
CC(CC(=O)NCc1ccc(Cl)cc1Cl)CC1=NS(=O)(=O)c2ccccc2N1 (stereo not drawn)
    -1%	10%	-27%
COc1ccc(CNC(=O)c2ccc(Cn3c(=O)c4cccn4c4cccnc43)cc2)cc1OC
    ?	-26%	2%
COCCN1C(=O)c2[nH]nc(-c3c(C)cc(C)cc3O)c2C1c1cccc(O)c1 (stereo not drawn)
    -8%	15%	0%
Cc1cccc(CNC(=O)c2oc3c(c2C)-c2nn(Cc4cccc(Cl)c4)cc2CC3)c1
    26%	?	-33%
COc1ccccc1CCNC(=O)C1CCN(c2nc3ccccc3nc2C(F)(F)F)CC1
    1%	0%	-17%
Cc1cc(C)n(CC(=O)Nc2ccc(F)c(F)c2)c(=O)c1C#N
    11%	-23%	i
CCOc1cccc(C(=O)Nc2cc(C)c(O)c(-c3nc4ncccc4o3)c2)c1
    12%	-7%	i
CCCCNC(=O)c1cnc2sc(N3CCCCC3)nn2c1=O
    16%	2%	i
COc1ccccc1NC(=O)CSC1=Nc2ccccc2C2=NC(CC(=O)NCc3cccs3)C(=O)N12 (stereo not drawn)
    ?	9%	-23%
CCOC(=O)c1c(SCC(=O)Nc2cc(Cl)cc(Cl)c2)nc(=O)[nH]c1C
    12%	-6%	-1%
Cc1cccc(-c2nc(CCNC(=O)c3ccccc3Br)cs2)c1
    13µM*	42%	-37%
COc1cccc(-c2nn3c(=O)cc(CN4CCN(C(=O)/C=C/c5ccccc5)CC4)nc3s2)c1
    13%	7%	i
COc1ccc(OC)c(CNCc2c(C(=O)O)n(Cc3cccc(F)c3)c3cc(OC)ccc23)c1
    9%	5%	i
N#Cc1ccc(NC(=O)COCc2cc(-c3ccc4c(c3)OCO4)on2)cc1
    19%	1%	-61%[inhibitor]
COc1ccc(NC(=O)C(=O)NCC(c2ccc3c(c2)OCO3)N2CCN(C)CC2)cc1 (stereo not drawn)
    0%	6%	-16%
CCn1cc(C(=O)NCCCOC(C)C)c(=O)c2cc(S(=O)(=O)N(C)C3CCCCC3)ccc21
    -8%	?	-43%
Cc1sc2c(c1C)c(=O)n(Cc1ccccc1)c(=O)n2CC(=O)Nc1cccc(Cl)c1
    -3%	15%	-7%
Cc1cc2nc(-c3ccc(Cl)cc3)cc(C(F)(F)F)n2n1
    12%[9.22 µM]	-4%	-25%
CCCc1nc2sc3c(N4CCCCC4)ncnc3c2c2c1CCCC2
    17%	1%	-32%[inhibitor]
CCCCSCCCNC(=O)C1CCN(Cc2nc(-c3cccc(Br)c3)oc2C)CC1
    6%	4%	-58%[inhibitor]
COc1ccc(NC(=O)c2cccc(N3CCCS3(=O)=O)c2)c(OC)c1
    0%	-17%	i
Cn1c(=O)oc2cc(S(=O)(=O)N3CCC(C(=O)Nc4ccc(F)c(Cl)c4)CC3)ccc21
    -2%	-29%	-28%
COc1ccc(C2C=C(c3ccccc3)Nc3nc(NC(=O)c4cccc([N+](=O)[O-])c4)nn32)cc1 (stereo not drawn)
    0%[9.22 µM]	33%	-17%
CCOc1ccc(-n2nc(CO)c(C(=O)NCC(C)O)n2)cc1 (stereo not drawn)
    17%	-5%	-22%
CCCCOc1cccc(C(=O)N2CCN(CCc3ccncc3)CC2)c1
    18%	-23%	6%
Cc1cc(-c2nc3ncccc3o2)ccc1NC(=O)c1ccccc1Br
    20%	10%	i
CCOC(=O)COc1ccc(C)cc1C(=O)c1ccn2nc(-c3ccc(F)cc3)cc2n1
    -2%	7%	-24%
Cc1ccc(NC(=O)N2CCN3CCCCC3C2)cc1C (stereo not drawn)
    6%	-12%	10%
CCC1=C(c2ccc(C)cc2)S(=O)(=O)N=C1N1CCC(C(=O)NCCc2cccc(OC)c2)CC1
    19%	27%	-15%
O=C(c1ccc2c(c1)N(Cc1cccc(Cl)c1)C(=O)c1ccccc1S2(=O)=O)N1CCN(c2cccc(C(F)(F)F)c2)CC1
    -4%	42%	i
COc1ccc(C2=C(C)C(N3CCN(c4ccc(OC)cc4)CC3)=NS2(=O)=O)cc1
    11%	-13%	i
Cc1ccc(CSc2c(C)cnc3c2c(=O)n(C)c(=O)n3C)cc1
    0%	33%	-11%
Cc1ccc(Cl)cc1N1CCN(c2nc3ccccc3c3nc(-c4cccnc4)nn23)CC1
    -15%	2%	i
Cc1cc(=O)n(C(C)C(=O)N2CCCc3ccccc32)c2c1c(C)nn2-c1ccccc1 (stereo not drawn)
    ?	20%	i
O=c1oc2ccc3ccccc3c2cc1-c1nnc(Nc2ccccc2)s1
    8%	-10%	-10%
CCOC(=O)c1ccc(NC(=O)Nc2cc3c(cc2N2CCCCC2)n(CC)c(=O)n3CC)cc1
    19%	?	i
Cc1ccc(C)c(NC(=O)CSc2c(C)cnc3c2c(=O)n(C)c(=O)n3C)c1
    4%	-1%	i
Cc1ccc(S(=O)(=O)N2CCN(Cc3nc4ccc(C)cc4o3)CC2)c(C)c1
    ?	9%	-32%
COc1cccc(C(=O)NCC(c2ccc3c(c2)OCO3)N2CCOCC2)c1 (stereo not drawn)
    -12%	-3%	9%
COc1ccc(Cn2c(=O)n(-c3ccc(F)c(Cl)c3)c(=O)c3c2c2cc(OC)ccc2n3C)cc1
    23%	-3%	i
Cc1ccc2cc(CN(C(=O)c3cccc(Cl)c3)c3ccccc3)c(=O)[nH]c2c1
    17%	-15%	-45%[inhibitor]
COc1ccc(CCNc2ncnc3c2nnn3C)cc1OC
    ?	-13%	-15%
CC1CCc2c(sc3nnn(CC(=O)Nc4c(C(C)C)cccc4C(C)C)c(=O)c23)C1 (stereo not drawn)
    7%	-10%	-24%
Cc1ccc(C(=O)Nc2cc(-c3nc4cc(Cl)ccc4o3)ccc2C)c(C)c1
    8%	-6%	i
COc1ccc(Nc2ncnc3c2nc2n3CCCC2)cc1Cl
    13µM*	10%	-91%[inhibitor]
Cc1ccccc1CNC(=O)Cn1ncn2nc(-c3cccs3)cc2c1=O
    -1%	-17%	i
COc1ccc(OC)c(CCNC(=O)c2cc3cccc4c3n2CC(C)S4)c1 (stereo not drawn)
    27%	32%	i
Cc1ccc(CN(Cc2ccco2)C(=O)COc2ccc(C)c(C)c2)cc1
    -17%	22%	-49%[inhibitor]
CCN(CC)S(=O)(=O)c1ccc2c(c1)N(CC(=O)Nc1ccccc1F)C(=O)C1CCCN21 (stereo not drawn)
    6%	?	i
Cc1ccc(-c2ccc(=O)n(CC(=O)NCCc3ccc(Cl)cc3)n2)cc1
    22µM*	39%	i
CCC(Sc1nc2cc(OC)c(OC)cc2c(=O)n1CCc1ccc(Cl)cc1)C(=O)NCCOC (stereo not drawn)
    10%	-15%	i
Cc1ccc(Cl)cc1-n1nnc(-c2nsc(NC(=O)c3ccccc3Cl)n2)c1C
    0%	31%	-28%
COc1ccc(-c2noc(-c3ccc(NCC4CCCO4)c([N+](=O)[O-])c3)n2)cc1OC (stereo not drawn)
    ?	14%	i
CC(C)(C)C(=O)Nc1nc2nc(-c3ccccc3)cc(=O)n2[nH]1
    13%	-19%	i
COc1ccc(OC)c(-n2cnc3cc(C(=O)NC4CCCCCC4)ccc32)c1
    27%	?	i
Cc1ccc(-c2nnc(Nc3ccc(Cl)c(Cl)c3)c3ccccc23)cc1S(=O)(=O)N(C)C
    24%	?	i
CCNC(=O)c1ccc2nc(Cc3ccccc3)oc2c1
    8%	-12%	-15%
O=C(CCC1N=C2c3ccccc3N=C(SCc3cccc(F)c3)N2C1=O)NC1CCCCC1 (stereo not drawn)
    22%	-10%	?
Cc1cccn2c(=O)cc(CSc3nnc(NC(=O)C(C)C)s3)nc12
    9%	5%	-3%

Other records follow.
Each structure is followed by: TDP43 rescue	FUS suppressor	PTHR1 ag
Cc1ccccc1OCC(=O)OCc1cc(=O)n2nc(-c3cccs3)sc2n1
    13%	14%	i
CCc1nc2ccc(C(=O)NCCc3ccc(OC)cc3OC)cc2nc1CC
    0%	?	i
COc1cccc(C(=O)c2sc(Nc3ccc(C)cc3C)c(S(=O)(=O)c3ccccc3)c2N)c1
    20%	17%	i
COCCNC(=O)CSc1c(C)cnc2c1c(=O)n(C)c(=O)n2C
    12%	-9%	-2%
CSc1cccc(-n2nnc(-c3nsc(NC(=O)c4cccs4)n3)c2C)c1
    -5%	-8%	-48%[inhibitor]
COc1ccc(NC(=O)CC2C(=O)N(c3ccc(OC)cc3)C(=O)N2CCC2=CCCCC2)cc1 (stereo not drawn)
    10%	4%	i
Cc1cccc(S(=O)(=O)c2cn(Cc3ccccc3)c3cc(N4CCCC(C)C4)c(F)cc3c2=O)c1 (stereo not drawn)
    ?	27%	-8%
Cc1ccc(-c2nc3ccccc3o2)cc1NC(=O)Cc1ccc(Cl)cc1
    14%	5%	-8%
CCCCNC(=O)c1cccc(NC(=O)c2nsc3ccccc23)c1
    ?	-8%	i
CC1=C(C(=O)Nc2ccccc2)C(c2ccc(F)cc2)n2nc(SCc3cc(C)ccc3C)nc2N1 (stereo not drawn)
    -11%	17%	i
COc1ccc(C)cc1NC(=O)CN1C(=O)CCc2cc(S(=O)(=O)N3CCOCC3)ccc21
    22%	23%	i
CCCCC(CC)CNC(=O)CN1C(=O)CSc2ccc(S(=O)(=O)N3CCOCC3)cc21 (stereo not drawn)
    9%	-17%	i
O=C(Nc1cccc(C(=O)N2CCN(c3ccc(Cl)cc3)CC2)c1)c1nsc2ccccc12
    19%	?	i
COc1ccc(Nc2nc3c(S(=O)(=O)c4ccccc4)nnn3c3ccsc23)cc1OC
    -15%	7%	15%
Cc1ccc(NC(=O)c2ncoc2-c2ccco2)cc1Cl
    6%	9%	-4%
O=C(c1cnc(N2CCOCC2)c2ccccc12)N1CCN(c2ccccc2F)CC1
    ?	15%	-6%
CCOc1ccc(NC(=O)CSc2nc3ccsc3c(=O)n2CCC(C)C)cc1
    12%	1%	-65%[inhibitor]
COc1ccc(Cn2c(CNC(=O)Cc3cccc([N+](=O)[O-])c3)nc3cccnc32)cc1
    -1%	3%	i
Cc1ccccc1Oc1nc2c(c(=O)n(C)c(=O)n2C)n1Cc1ccc(Br)cc1
    -12%	-7%	?
COc1ccc(OC)c(/C=C/c2nc3ccccc3c(=O)n2-c2ccc(F)c(Cl)c2)c1
    23%	39%	-22%
COc1ccc(CNC(=O)CSc2ncc3c(n2)-c2cc(Cl)ccc2N(Cc2ccccc2)S3(=O)=O)cc1
    19%	8%	-29%
CCOC(=O)c1c(-c2ccccc2)oc2ccc(OCc3ccc(C)cc3)cc12
    12%	-15%	?

Laid out differently: results already given.
molecule	TDP43 rescue	FUS suppressor	PTHR1 ag
COc1ccc(NC(=O)CC2C(=O)N(c3ccc(OC)cc3)C(=O)N2CCC2=CCCCC2)cc1 (stereo not drawn)	10%	4%	i
Cc1cccc(S(=O)(=O)c2cn(Cc3ccccc3)c3cc(N4CCCC(C)C4)c(F)cc3c2=O)c1 (stereo not drawn)	?	27%	-8%
Cc1ccc(-c2nc3ccccc3o2)cc1NC(=O)Cc1ccc(Cl)cc1	14%	5%	-8%
CCCCNC(=O)c1cccc(NC(=O)c2nsc3ccccc23)c1	?	-8%	i
CC1=C(C(=O)Nc2ccccc2)C(c2ccc(F)cc2)n2nc(SCc3cc(C)ccc3C)nc2N1 (stereo not drawn)	-11%	17%	i
COc1ccc(C)cc1NC(=O)CN1C(=O)CCc2cc(S(=O)(=O)N3CCOCC3)ccc21	22%	23%	i
CCCCC(CC)CNC(=O)CN1C(=O)CSc2ccc(S(=O)(=O)N3CCOCC3)cc21 (stereo not drawn)	9%	-17%	i
O=C(Nc1cccc(C(=O)N2CCN(c3ccc(Cl)cc3)CC2)c1)c1nsc2ccccc12	19%	?	i
COc1ccc(Nc2nc3c(S(=O)(=O)c4ccccc4)nnn3c3ccsc23)cc1OC	-15%	7%	15%
Cc1ccc(NC(=O)c2ncoc2-c2ccco2)cc1Cl	6%	9%	-4%
O=C(c1cnc(N2CCOCC2)c2ccccc12)N1CCN(c2ccccc2F)CC1	?	15%	-6%

Not all compounds are listed, so the mix of outcomes need not match the whole.
